High-throughput results from PubChem.
Rin1-Abl PPI inh: human Rin1-Abl interaction inhibition; 360,000 tested, 0.4% active; TR-FRET Rin1/Abl binding, biochemical; inhibition, % at 7.35 µM; P00519+Q13671; in the data active = inhibition above about 5%, passing the limit was not always enough
PABP1 MLLE inh: blocks PAM2 peptide binding to the PABP1 MLLE domain. inhibition, % at 20 µM. GST-MLLE / FITC-PAM2 fluorescence polarization. P11940. AID 588489. 360,000 tested, 0.36% active; in the data active = inhibition above about 35%, passing the limit was not always enough;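 note: plate controls were DMSO wells with GST-MLLE for no effect and wells lacking GST-MLLE protein for full effect; some results filed as inactive read as strong as hits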
Target sequence (P11940 whole entry, looked up, the tested form may be a part): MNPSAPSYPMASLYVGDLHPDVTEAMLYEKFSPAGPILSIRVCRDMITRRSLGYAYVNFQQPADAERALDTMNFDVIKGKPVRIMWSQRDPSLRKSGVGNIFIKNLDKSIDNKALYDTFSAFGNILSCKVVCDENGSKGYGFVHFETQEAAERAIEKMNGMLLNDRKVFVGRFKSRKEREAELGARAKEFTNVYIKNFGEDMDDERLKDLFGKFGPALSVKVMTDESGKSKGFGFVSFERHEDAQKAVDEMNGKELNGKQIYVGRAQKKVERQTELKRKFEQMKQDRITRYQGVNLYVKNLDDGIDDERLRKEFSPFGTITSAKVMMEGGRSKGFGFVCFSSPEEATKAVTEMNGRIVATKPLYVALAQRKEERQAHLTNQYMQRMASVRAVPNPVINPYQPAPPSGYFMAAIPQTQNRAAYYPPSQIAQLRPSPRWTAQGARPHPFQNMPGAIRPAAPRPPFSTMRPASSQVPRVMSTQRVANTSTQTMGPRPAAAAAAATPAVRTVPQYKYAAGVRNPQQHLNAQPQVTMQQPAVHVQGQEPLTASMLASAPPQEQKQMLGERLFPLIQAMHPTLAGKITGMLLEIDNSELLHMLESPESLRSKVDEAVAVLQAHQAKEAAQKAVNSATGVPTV
MsrA inh: bovine MsrA inhibition; purified bovine MsrA, absorbance read-out; inhibition, % at 15.5 µM; 360,000 tested, 0.75% active; in the data active = inhibition above about 4.5%;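 note: 0% = vehicle wells with enzyme and 100% = reference inhibitor wells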
Neddylation inh: inhibitors of human cullin neddylation; P61081+Q13564; TR-FRET cullin neddylation, biochemical; calls only at 25 µM; 360,000 tested, 0.58% active; AID 651699; in the data active = inhibition above about 36%
Tb MetRS inh: blocks T. brucei methionyl-tRNA synthetase activity. purified T. brucei MetRS, ATP depletion, Kinase-Glo luminescence. inhibition, % at 11.9 µM. 360,000 tested, 0.4% active;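 active = inhibition above a per-plate cutoff of the control wells' mean inhibition plus 3 SD, cut at about 5.5% in these data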;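 note: 0% = DMSO wells median and 100% = median of wells with control inhibitor compound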
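Dosing: 11.9 µM compound single dose, 0.9% DMSO; Assay system: purified T. brucei MetRS enzyme; Measured by: Kinase-Glo luciferase luminescence reporting remaining unconsumed ATP; Schedule: 15 min plus 2 h at 25 °C.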
MsrA act: activates bovine MsrA enzyme | purified bovine MsrA, absorbance read-out | activation, % at 10.6 µM | 360,000 tested, 0.3% active; in the data active = activation above about 7.5%;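 note: 0% = vehicle and 100% = reference activator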
FAS TE block: blocks the thioesterase domain of human fatty acid synthase. recombinant FAS-TE, OMFH fluorogenic substrate, fluorescence endpoint. inhibition, % at 15 µM. 360,000 tested, 0.67% active. AID 602261;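 active = compounds whose normalised, plate-corrected inhibition of enzyme fluorescence in the single-dose primary screen is 50% or more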;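 note: 0% = DMSO with enzyme and 100% = substrate without enzyme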
CSN deneddyl inh: blocks human CSN-mediated cullin deneddylation. inhibition, % at 12.5 µM. Q92905. Purified CSN, SCF-Nedd8-OG deneddylation, fluorescence polarization. 360,000 tested, 0.38% active;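 active = pattern-corrected inhibition above about 35%, with an unprinted fluorescence ratio check between 0.5 and 1.5, limit read from the data, passing the limit was not always enough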;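 note: 0% = enzyme with substrate and 100% = substrate without enzyme; some results filed as inactive read as strong as hits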
Target sequence (Q92905 whole entry, looked up, one chain of several): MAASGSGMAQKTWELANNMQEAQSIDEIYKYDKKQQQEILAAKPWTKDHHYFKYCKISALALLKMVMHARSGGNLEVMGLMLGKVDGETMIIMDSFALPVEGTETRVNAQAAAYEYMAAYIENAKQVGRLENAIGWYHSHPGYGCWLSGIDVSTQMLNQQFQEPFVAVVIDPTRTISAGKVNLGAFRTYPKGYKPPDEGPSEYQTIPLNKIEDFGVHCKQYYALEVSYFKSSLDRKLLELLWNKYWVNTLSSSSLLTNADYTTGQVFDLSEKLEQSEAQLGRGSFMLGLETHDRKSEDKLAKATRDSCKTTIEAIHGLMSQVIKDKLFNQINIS
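assay system = purified human Csn5 enzyme expressed in HEK293T cells | amount = 0.24 nM enzyme | buffer or medium = Tris/NaCl/DTT buffer, pH 7.5 | reagent = 10 nM SCFSkp2-Nedd8OG | compound = one concentration, 12.5 µM, 0.25% DMSO | times = 90 min reaction at room temperature | signal = FP | read-out basis = % inhibition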
eLon inh: inhibitors of E. coli Lon protease; P0A9M0; AID 602123; purified E. coli Lon protease, fluorescence polarization; 360,000 tested, 0.42% active; inhibition, % at 7.94 µM; in the data active = inhibition above about 13%, passing the limit was not always enough;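 note: 0% = enzyme with probe and DMSO and 100% = no enzyme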
* = called active by the depositor; i = inactive; / = no result given. The order is random. Share with any hit: about 4%.

No.	Structure	eLon inh	Neddylation inh	Rin1-Abl PPI inh	FAS TE block	CSN deneddyl inh
1	Cc1ccc(NC(=O)c2ccc(Cl)c(S(=O)(=O)N3CCCCCC3)c2)nc1	0	i	3	20	-4
2	CC(=O)Nc1cccc(NC(=O)CSc2nc(=O)n(CCN3CCOCC3)c3c2CCC3)c1	105*	i	4	-5	-1
3	Cc1cccc(-n2ccnc2SCC(=O)Nc2cccc(S(=O)(=O)NC3=NCCC3)c2)c1C	5	i	4	-2	0
4	CCC(Oc1ccc(C)c(C)c1)C(=O)N1CCCN(C)CC1 (stereo not drawn)	1	i	-3	-2	1
5	CNC(=O)N/N=C(\N)c1ccccn1	5	i	3	-5	-6
6	CCN(CC)S(=O)(=O)c1cccc(NC(=O)COC(=O)CCc2nc3ccccc3s2)c1	-1	i	0	13	-1
7	Cc1cnc(C(=O)OCC(=O)c2c[nH]c3ccccc23)cn1	-4	i	-3	-8	-1
8	Cc1cccc(OCC(=O)Nc2ccccc2C(F)(F)F)c1	3	i	-4	2	-1
9	CCC(C)c1ccc(OCCCCN2CCOCC2)cc1 (stereo not drawn)	-7	i	2	8	2
10	O=C(c1nc(SCc2ccc([N+](=O)[O-])cc2)n2ccccc12)C(F)(F)F	3	i	0	20	-1
11	CCOc1cccc2cc(C(N)=O)c(=NCc3ccccc3)oc12	-12	i	2	-3	10
12	O=[N+]([O-])C(=C1Nc2ccccc2N1)C(Cl)=C(Cl)Cl	-8	i	-1	-13	-2
13	COc1ccc(C2=CC(c3ccco3)n3ncnc3N2)cc1 (stereo not drawn)	49*	i	2	-26	-35
14	Cc1c(NC(=S)NC(NC(=O)C(C)C)C(Cl)(Cl)Cl)c(=O)n(-c2ccccc2)n1C (stereo not drawn)	-6	i	-2	-6	-2
15	C/C(=C(/NC(=O)c1ccccc1)C(=O)O)c1ccco1	-4	i	2	-12	-7

No.	MsrA inh	MsrA act	PABP1 MLLE inh	Tb MetRS inh
1	-0.8	-2	4	0.0
2	0.7	-6	3	0.1
3	0.6	-1	-55	0.1
4	-0.5	-1	7	-0.6
5	0.8	-2	-8	0.1
6	/	0	6	0.0
7	-0.3	2	-27	-0.3
8	0.4	-2	-1	-0.3
9	-1.2	3	1	-0.6
10	0.3	-4	-61	-0.1
11	0.4	4	-15	-0.1
12	1.8	-15	-14	-0.8
13	/	-9	144	-0.4
14	-0.1	-6	4	-1.2
15	0.1	-6	7	0.2

From compound 8 to 9, copied from above:
No.	Structure	eLon inh	Neddylation inh	Rin1-Abl PPI inh	FAS TE block	CSN deneddyl inh
8	Cc1cccc(OCC(=O)Nc2ccccc2C(F)(F)F)c1	3	i	-4	2	-1
9	CCC(C)c1ccc(OCCCCN2CCOCC2)cc1 (stereo not drawn)	-7	i	2	8	2

No.	MsrA inh	MsrA act	PABP1 MLLE inh	Tb MetRS inh
8	0.4	-2	-1	-0.3
9	-1.2	3	1	-0.6

Continued:
No.	Structure	eLon inh	Neddylation inh	Rin1-Abl PPI inh	FAS TE block	CSN deneddyl inh
16	CCOc1cc(-c2ccccc2)nc(N)n1	3	i	-3	-8	-1
17	COc1ccc(NCC(=O)N/N=C/c2ccc3c(c2)OCCO3)cc1	-4	i	-3	-6	-1
18	COc1cc(-c2ncc3ccccn23)cc(OC)c1OC	6	/	0	-11	-3
19	COc1ccc(N(CC(=O)Nc2cc(OC)ccc2OC)S(=O)(=O)c2c(C)nn(C)c2C)cc1	5	i	-1	11	-7
20	N/C(Cn1cncn1)=N\NC(=O)c1ccc(Cl)cc1Cl	3	i	3	-4	-19
21	COc1cc(CNC2CCCCCC2)cc(OC)c1	-8	i	-3	-12	1
22	COC(=O)C1=C(CSc2nncn2C)NC(=O)NC1c1ccc(F)cc1 (stereo not drawn)	-3	i	0	-6	3
23	Cc1ccc(C(=O)COC(=O)CSc2cccc3cccnc23)c(C)c1	-7	i	-2	0	1
24	CCCNS(=O)(=O)c1ccc(OCC(=O)OC)cc1	-6	i	-1	-7	-2
25	COCCNC(=O)c1ccc(S(=O)(=O)c2ccc(Cl)cc2)c(NC(C)=O)c1	1	i	0	-2	2
26	COC(=O)c1cc(C(=O)N2CCN(c3ccccc3OC)CC2)cc([N+](=O)[O-])c1	-9	i	0	18	-4
27	CCn1c(SCC(=O)NNC(=O)c2ccc(OC)cc2)nnc1C1CC1	-1	i	3	-5	-3
28	O=C(NCC(c1cccnc1)N1CCN(c2ccccc2F)CC1)c1ccccc1 (stereo not drawn)	1	i	-3	-5	-6
29	NCCc1c(-c2ccccc2)n(-c2ccccc2)c2ccccc12	-4	i	-1	-74	-5
30	COc1ccc2c(c1)C(C1=C(O)CC(C)(C)CC1=O)C1=C(CC(C)(C)CC1=O)O2 (stereo not drawn)	6	i	-4	-5	-2

No.	MsrA inh	MsrA act	PABP1 MLLE inh	Tb MetRS inh
16	1.6	-3	4	0.6
17	0.8	-2	-1	-0.1
18	1.0	-1	-18	-0.5
19	-0.8	-2	-4	0.4
20	1.9	-3	8	1.2
21	0.6	4	-1	-0.2
22	0.0	-7	-5	-1.2
23	0.0	0	7	-1.1
24	0.6	-6	-12	0.5
25	0.6	-3	-3	0.0
26	-0.5	-2	-7	-0.3
27	-0.1	-2	12	0.0
28	-0.1	-2	-10	-0.5
29	1.1	3	6	-0.7
30	-0.1	-1	5	0.3

Individual results from the results shown.
CCCNS(=O)(=O)c1ccc(OCC(=O)OC)cc1 in FAS TE block is listed with -7
N/C(Cn1cncn1)=N\NC(=O)c1ccc(Cl)cc1Cl in CSN deneddyl inh is listed with -19

Next section.
No.	Structure	eLon inh	Neddylation inh	Rin1-Abl PPI inh	FAS TE block	CSN deneddyl inh
31	Cc1cc(C(=O)N/N=C/c2ccco2)c2ccccc2n1	-2	i	-1	-12	-1
32	O=S(=O)(N/N=C/c1ccc(F)cc1)c1ccccc1	-3	i	5	-6	-12
33	C=Cc1cccc(NC(=O)c2ccc(NC(=O)c3ccco3)cc2)c1	1	i	0	11	-3
34	O=C(NCCC1CCCCN1S(=O)(=O)c1ccccc1)C(=O)NC1CC1 (stereo not drawn)	15	i	-2	-7	-1
35	COc1ccc(NC(=O)/C(N=Nc2cc(S(=O)(=O)Nc3ccc(OC)cc3)ccc2OC)=C(\C)O)cc1	-3	i	3	6	-1
36	O=C(C1CC(=O)N(c2ccc3c(c2)OCCO3)C1)N1CCN(c2ccccc2O)CC1 (stereo not drawn)	4	i	0	-9	5
37	CS(=O)(=O)N(CCC#N)Cc1ccco1	-8	i	0	-3	-7
38	C/C=C(\C)C(=O)NCCN1C2=NC[C@H](C(C)C)N2C[C@@H]1Cc1ccc(OC)cc1	2	i	2	-8	6
39	O=C(OCC(=O)N1c2ccccc2Sc2ccccc21)C1CC(=O)N(Cc2ccco2)C1 (stereo not drawn)	-11	i	4	5	0
40	CCOC(=O)NC(=O)c1cn(Nc2ncc(Cl)cc2C(F)(F)F)c(=O)[nH]c1=O	-10	i	1	-1	4
41	C=CCNC(=O)CC(=O)N/N=C/c1cccc(Br)c1	-7	i	2	-10	-5
42	CC1CCCCN1C(=O)c1cc2nc(-c3ccccc3)cc(-c3ccccc3)n2n1 (stereo not drawn)	6	/	0	26	0
43	Cc1ccc(-c2nc3ncccn3c2NC(=O)C2CC2)cc1	1	/	0	-6	-1
44	Cc1ccccc1N=C(NO)c1nonc1N	0	i	7	-10	6
45	O=C(NCc1ccccc1)C1(C(F)(F)F)CC(CCCO)CCCO1 (stereo not drawn)	-2	i	0	-6	-5

No.	MsrA inh	MsrA act	PABP1 MLLE inh	Tb MetRS inh
31	1.1	-5	1	0.1
32	1.3	-7	-37	-0.9
33	0.7	-3	3	-0.3
34	0.5	-2	-4	-0.5
35	0.3	-1	8	-0.7
36	-0.4	-7	3	-0.5
37	-0.1	-2	0	-0.9
38	-0.2	0	11	-0.1
39	-0.5	-5	-43	-0.2
40	0.7	-5	9	-1.4
41	1.0	-12	2	-1.4
42	1.1	-1	7	-0.1
43	0.8	-1	0	-0.5
44	0.2	-4	11	-0.6
45	-1.0	-2	-7	-0.4

Continued.
No.	Structure	eLon inh	Neddylation inh	Rin1-Abl PPI inh	FAS TE block	CSN deneddyl inh
46	CCOC(=O)c1sc2ncnc(N3CCN(C)CC3)c2c1C	0	i	-10	-8	-1
47	COc1ccccc1C(=O)NCc1ccccn1	8	i	3	-5	3
48	Cc1ccc(S(=O)(=O)N(C)C)cc1NC(=O)CN1C(=O)NC(Cc2ccccc2)C1=O (stereo not drawn)	-1	i	2	0	-3
49	O=C(NC1CCN(S(=O)(=O)c2cccc(Cl)c2)CC1)C1CCCCC1	-3	i	1	2	3
50	O=C(NC1CCCCC1)NC1CC2CCCC(C1)N2C1CCCC1 (stereo not drawn)	1	i	0	-4	-2
51	Cc1ccc(OCc2nc(C#N)c(NCc3ccc4c(c3)OCO4)o2)cc1	-3	i	2	27	1
52	C=CCN(C(=O)c1cccc(C(F)(F)F)c1)C1(C(=O)Nc2ccccc2)CCN(C(C)C)CC1	-8	i	2	4	-2
53	Cc1cccc(N2CCN(C(=O)C3CC(=O)N(c4ccc5c(c4)OCCO5)C3)CC2C)c1 (stereo not drawn)	-10	i	3	0	3
54	CCOC(=O)Cc1csc(NC(=O)C2C3C=CC(C3)C2C(=O)O)n1 (stereo not drawn)	-5	i	2	-11	4
55	Clc1cccc(Cc2c(C3CCCCC3)nc3ccc(Cl)cn23)c1	-10	i	1	7	0
56	CC1(C)CC[C@]2(C(=O)O)CC[C@]3(C)C(=CCC4[C@@]5(C)CC[C@H](O)C(C)(C)C5CC[C@]43C)C2C1 (stereo partly drawn)	-2	i	2	-15	1

No.	MsrA inh	MsrA act	PABP1 MLLE inh	Tb MetRS inh
46	3.0	-11	-3	-1.1
47	1.4	-3	6	0.4
48	-0.1	-2	-15	-0.1
49	-0.7	1	-4	3.5
50	-0.1	-1	-27	-0.7
51	-1.1	-1	-7	0.2
52	-1.4	-4	-1	-0.1
53	0.8	0	-3	0.0
54	-0.6	-6	8	-1.3
55	-0.6	1	-5	-0.6
56	0.4	-3	-3	-0.1

Compound profiles, from the list above.
CC1(C)CC[C@]2(C(=O)O)CC[C@]3(C)C(=CCC4[C@@]5(C)CC[C@H](O)C(C)(C)C5CC[C@]43C)C2C1 (stereo partly drawn) as listed: eLon inh: -2; Neddylation inh: i; Rin1-Abl PPI inh: 2; FAS TE block: -15; CSN deneddyl inh: 1; MsrA inh: 0.4; MsrA act: -3; PABP1 MLLE inh: -3; Tb MetRS inh: -0.1
CCCNS(=O)(=O)c1ccc(OCC(=O)OC)cc1 as listed: eLon inh: -6; Neddylation inh: i; Rin1-Abl PPI inh: -1; FAS TE block: -7; CSN deneddyl inh: -2; MsrA inh: 0.6; MsrA act: -6; PABP1 MLLE inh: -12; Tb MetRS inh: 0.5
